EPAC1 antagonist: qHTS for Antagonist of cAMP-regulated guanine nucleotide exchange factor 3 (EPAC1): primary screen | Rap guanine nucleotide exchange factor 3 (Homo sapiens), O95398 | EPAC1 GEF assay, Rap1b-BODIPY-GDP exchange fluorescence | Potency, µM (top dose mostly 115 µM), without a hit: at the highest dose activity change, negative = inhibition, hits mostly inhibitors | 360,000 tested, 0.14% active | AID 720709, 2013;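 note: plate controls were vehicle for no effect and positive control for full effect; nearly all actives have a fitted effect of over 50% in size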
EPAC2 antagonist: qHTS for Antagonist of cAMP-regulated guanine nucleotide exchange factor 2 (EPAC2): primary screen. Potency, µM (highest dose often 114 µM), inactives show top-dose activity, negative = inhibition, actives largely listed as inhibitors. EPAC2 GEF exchange of Rap1B-BODIPY-GDP, fluorescence. 360,000 tested, 0.18% active. Rap guanine nucleotide exchange factor 4 (Homo sapiens), Q8WZA2; note: % is set by controls: 0 for no effect and ±100 for the full control effect; nearly all actives have a fitted effect of over 45% in size; many of its hits are not listed in these tables
FUS yeast rescue: qHTS for Suppressors of FUS Proteinopathy: Primary screen using FUS-linked yeast assay; S. cerevisiae FUS-expressing, growth rescue, OD600, 24 h; 390,000 tested, 0.24% active; Potency, µM (series often up to 76.6 µM), for the others: at the highest dose growth rescue (activation), actives largely listed as activators; AID 1347120, 2019;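 note: plate controls were DMSO vehicle for no effect and reference control for full effect; nearly all actives have a fitted effect of over 55% in size; some results filed as inactive show a strong effect at the top dose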
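Absorbance at 600 nm, taken 24hr after compound addition, measured rescue of FUS-yeast growth at 30C. Induction used 2% galactose with seeding at OD 0.005. Controls: CP55940 from 92uM final, DMSO only.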
aSyn yeast inh: qHTS of alpha-syn Inhibitors | Yeast expressing alpha-synuclein, growth rescue, BacTiter-Glo, 24 h | Potency, µM (series often up to 46.1 µM), without a hit: top-dose growth rescue (activation), hits mostly activators | 370,000 tested, 0.14% active | AID 652106, 2013; note: % of control where 0% means no effect; nearly all actives have a fitted effect of over 65% in size
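Readout is rescue of growth in alpha-synuclein-expressing yeast, so inhibitors of toxicity appear as activators. Growth after 24 hr at 30 deg C in galactose medium is quantified by luminescence.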
TDP-43 yeast inh: qHTS of TDP-43 Inhibitors | TDP-43 expressing yeast growth rescue, BacTiter-Glo, 24 h | Potency, µM (doses to about 46.1 µM), without a hit: at the highest dose growth rescue (activation), most hits filed as activators | 410,000 tested, 1.8% active | AID 652104, 2013; note: % of control where 0% means no effect; nearly all actives have a fitted effect of over 50% in size
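Yeast expressing TDP-43 (pregrown in raffinose, seeded at OD600=0.02 in galactose medium) exposed to compounds 24 hr at 30 deg C. Growth read by BacTiter-Glo luminescence; rescue of toxicity appears as increased signal.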
EPAC1 agonist: qHTS for Agonist of cAMP-regulated guanine nucleotide exchange factor 3 (EPAC1): primary screen; 360,000 tested, 0.073% active; Potency, µM (titrated, usually from 154 µM), without a hit: top-dose activation, most hits filed as activators; Rap guanine nucleotide exchange factor 3 (Homo sapiens), O95398; EPAC1 agonist qHTS, biochemical assay; response scale: 100% = response to 6.5 mM cAMP; note: nearly all actives have a fitted effect of over 60% in size
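Nucleotide exchange assay: 100 nM EPAC1 with 250 nM Rap1B loaded with BODIPY-GDP and 50 uM GDP, room temperature. Fluorescence (480/540 nm) read every 5 min for 30 min; signal change normalized to 6.5 mM cAMP as full agonist.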
EPAC2 ag: qHTS for Agonist of cAMP-regulated guanine nucleotide exchange factor 4 (EPAC2): primary screen | Rap guanine nucleotide exchange factor 4 (Homo sapiens), Q8WZA2 | EPAC2 activation, biochemical qHTS; response scale: 100% = 6.5 mM cAMP response | Potency, µM (titrated, usually from 154 µM), for the others: at the highest dose activation, most hits filed as activators | 360,000 tested, 0.079% active | AID 720711, 2013; note: nearly all actives have a fitted effect of over 50% in size
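Exchange assay: 100 nM EPAC2 with 250 nM Rap1B-BODIPY-GDP and 50 uM GDP. Fluorescence (ex 480/em 540 nm) read every 5 min for 30 min at room temperature. Data normalized to 6.5 mM cAMP as agonist control.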
PTHR1 agonist: qHTS for PTHR1 Agonists: Primary Screen | Parathyroid hormone/parathyroid hormone-related peptide receptor (Homo sapiens), Q03431 | HEK293 GP2 PTHR1 cells, GloSensor cAMP luminescence, 1 h | Potency, µM (series often up to 115 µM), without a hit: at the highest dose activation, usual class: activators | 410,000 tested, 0.075% active | AID 743266, 2014; note: nearly all actives have a fitted effect of over 55% in size; some results filed as inactive show a strong effect at the top dose; inactives centre near -15; many of its hits are not listed in these tables
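HEK-293-derived GP2 cells expressing PTHR1 and a GloSensor cAMP reporter, 3,000/well, plated overnight, given luciferin plus IBMX (each 0.5 mM as added) for 1 h at 37 °C, then compound for 1 h at 37 °C. Luminescence was read after 15 min at room temperature.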
Starred values were filed as active, the others as inactive; i = inactive; ? = inconclusive; . = no result given; & = joins results of further samples; [ ] = another dose, or the depositor's remark. Calls come from the whole dose curve; as a rule, active = well fitted curve in the direction sought with a large enough effect; inconclusive = small, poorly fitted or top-dose-only effect, or another doubt; inactive = no such curve, though single readings can be large; an effect the other way counts as inactive or inconclusive. Potency is the fitted concentration of half-maximal effect. This is a subset; rates above refer to the full screens.

SMILES	EPAC1 antagonist	EPAC2 antagonist	FUS yeast rescue	aSyn yeast inh	TDP-43 yeast inh	EPAC1 agonist	EPAC2 ag	PTHR1 agonist
Nc1cc(N2CCNCC2)ccc1[N+](=O)[O-]	-2%	-8%	.	-1%	10%	2%	-3%	i
COc1ccc(OC)c(NC(=O)N2C[C@H]3C[C@@H](C2)c2cccc(=O)n2C3)c1	-23%	-4%	-15%	8%	7%	.	-3%	-19%
CCN1CCC(NCC2CCCCC2)CC1	5%	6%	-26%	0%	2%	3%	-4%	-15%
N#Cc1c(Cl)nc(Cl)c2c1CCN(Cc1ccccc1)C2	-10%	0%	.	2%	-1%	3%	16%	-11%
NNC(=O)c1ccc(Cl)cc1	1%	8%	.	-5%	12%	-9%	4%	i
CN1CCN(c2nc(N(C)C)oc(=O)c2C#N)CC1	-13%	1%[57.1 µM]	2%	1%	2%	12%	1%	28%[57.5 µM]
Cc1ccc(-c2cc(-c3ccc(C)cc3)[n+](-c3ccc(C(=O)[O-])cc3)c(-c3ccc(C)cc3)c2)cc1	16%	0%	14%	9%	-6%	2%	9%	-54%[inhibitor]
CC(Oc1ccc(Cl)cc1Cl)C(=O)Nc1ccc(S(=O)(=O)Nc2cnc3ccccc3n2)cc1 (configuration not stated)	?	-4%	29%	-10%	10%	-9%	-10%	i
CC1(C)CN=C(Nc2ccccc2C(F)(F)F)S1	-7%	1%	-1%	1%	4%	1%	0%	i
O=C1NC(=O)C(=Cc2coc3ccc(O)cc3c2=O)C(=O)N1	-33%	2%	-6%	-3%	14%	11%	10%	-10%
CCCC(=O)NC(Oc1ccc(Cl)cc1Cl)C(Cl)(Cl)Cl (configuration not stated)	-5%	-8%	-10%	-17%	-8%	4%	15%	-21%[57.5 µM]
COC(=O)C1=CO[C@H](C)[C@H]2CN3CC[C@@]4(C(=O)Nc5ccccc54)[C@@H]3C[C@H]12	-3%	-13%	-10%	2%	9%	-2%	9%	-8%
CCn1c(=O)n(CC(=O)N2CCC3(CC2)OCCO3)c(=O)c2ccccc21	-6%	2%	-9%	3%	7%	9%	8%	4%[57.5 µM]
CN1CCC(=O)N(CCN=[N+]=[N-])CC1	-4%	-4%	-4%	0%	18%	2%	-1%	-20%
O=C1CN(O)C(c2ccccc2)=c2cc(Br)ccc2=N1	-9%	4%	27%	4%	-14%	2%	1%	i
Oc1ccc(Cl)cc1Cc1ccccc1	-14%	?	25%	-10%	14µM*	0%	11%	-14%
COc1ccc(CN2C(=O)NC(=O)/C(=C\c3cccc(OC)c3OC)C2=O)cc1	-6%	-12%	27%	0%	10%	10%	5%	i
OC(Cn1c2ccccc2c2ccccc21)C[n+]1cccc2ccccc21 (configuration not stated)	7%	10%	13%	2%	-35%[inhibitor]	-5%	5%	i
O=c1c2ccccc2nc(/C=C/c2ccc(O)c(O)c2)n1-c1ccccc1	-24%	-2%	26%	-6%	-17%	6%	13%	-16%
O=C(O)c1ccc([N+](=O)[O-])c([N+](=O)[O-])c1	10%	-7%	-16%	-4%	-10%	2%	4%	-9%
COP(=O)(OC)C(NC(=O)C(C)(C)C)=C(Cl)Cl	2%	9%	-4%	1%	-9%	0%	2%	i
CCOC(=O)c1c(C)[nH]c(C(=O)C(C)N2CCCC2)c1C (configuration not stated)	7%	9%	-19%	2%	3%	-8%	3%	-8%
Cn1cc(C(=O)Cc2ccccc2)c2ccccc21	-1%	1%	.	9%	10%	-3%	1%	-23%
C[C@H]1COc2cccc(N3CCN(C)CC3)c2S(=O)(=O)N1	18%	9%	-10%	-9%	22%	?	10%	-23%
Cc1ccc2c(c1)N(CCC(=O)N1CCC3(CC1)OCCO3)C(=O)CO2	-2%	9%[57.1 µM]	22%	0%	-1%	-22%	-2%	13%[57.5 µM]
NC(=S)c1cn(C2OC(CO)C(O)C2O)c2ncnc(N)c12 (configuration not stated)	12%	6%	-5%	-12%	-8%	6%	11%	i
COc1ccc(Br)cc1CNCCc1cccc(Cl)c1	-10%	6%	-21%	2%	14%	2%	4%	i
O=C(N/N=C/C1C(=O)NC(=S)N(c2ccccc2)C1=O)c1cc(Br)c(O)c(Br)c1 (configuration not stated)	-21%	2%	21%	-2%	-15%	10%	-1%	i
O=C(CCc1ccccc1)N1Cc2cc(N3CCOCC3)ccc2-n2nncc2C1	?	-4%	11%	0%	14%	1%	10%	-3%
Cc1cccc(-n2c(-c3ccccc3)nc3ccccc3c2=O)n1	-2%	0%	5%	-2%	-12%	-9%	9%	i
CC1CN1c1cc2c(c3c1ccn3C)C1CCC2C1 (configuration not stated)	-7%	-10%	?	3%	11%	6%	5%	i
C/C(O)=C(\C#N)C(=O)Nc1cc(Br)ccc1Br	-19%	?	-9%	-20%&-14%&-8%	2%	-11%	-2%	i
COc1cccc(C(c2nnnn2C2CCCCC2)N2CCC3(CC2)C(=O)NCN3c2ccccc2)c1OC (configuration not stated)	-6%	?	36%	3%	21%	-5%	2%	-11%
CCC(C)n1c(O)c(C=NCCc2ccccc2)c(=O)[nH]c1=S (configuration not stated)	-25%	-15%	35%	-3%	?	-1%	6%	-16%
COc1ccc(CC2c3cc(OC)c(OC)cc3CCN2C)cc1O (configuration not stated)	6%	-1%	-11%	-1%	1%	-11%	7%	i
CNCCc1ccc(O)c(O)c1	-5%	-12%	-22%	2%&-2%	7%	-5%	-3%	?
CCC1C2Cn3c(nc4ccccc43)C1N(C)O2 (configuration not stated)	-24%	20%	-27%	0%	8%	12%	-3%	i
CSc1ncc(/C=C2/C(=O)NC(=O)N(C3CCCCC3)C2=O)cn1	19%	-2%	3%	15%	10%	7%	-5%	-2%
O=C(NCC1=C(c2cccc3ccccc23)C[C@@H]2CC[C@H]1N2Cc1ccco1)c1cccs1	17%	-5%	17%	6%	19%	2%	8%	-12%
CN(C)CCN=Cc1c(O)n(Cc2ccco2)c(=O)[nH]c1=O	7%	11%	16%	0%	-6%	-1%	-1%	i

Another view of two compounds above:
canonical_smiles,EPAC1 antagonist,EPAC2 antagonist,FUS yeast rescue,aSyn yeast inh,TDP-43 yeast inh,EPAC1 agonist,EPAC2 ag,PTHR1 agonist
COc1cccc(C(c2nnnn2C2CCCCC2)N2CCC3(CC2)C(=O)NCN3c2ccccc2)c1OC (configuration not stated),-6%,?,36%,3%,21%,-5%,2%,-11%
CN(C)CCN=Cc1c(O)n(Cc2ccco2)c(=O)[nH]c1=O,7%,11%,16%,0%,-6%,-1%,-1%,i

Following part:
SMILES	EPAC1 antagonist	EPAC2 antagonist	FUS yeast rescue	aSyn yeast inh	TDP-43 yeast inh	EPAC1 agonist	EPAC2 ag	PTHR1 agonist
COc1cccc(CCNCc2c(F)cccc2F)c1	-14%	4%	-8%	1%	20%	2%	3%	-11%
COC(=O)C1=C(c2ccc(OCc3ccccc3)cc2)C[C@@H]2CC[C@H]1N2C(=O)NCc1ccc(OC)c(OC)c1	-9%	-25%	?	1%	22%	-22%	7%	-57%[inhibitor]
Cc1nn(Cc2ccccc2)c(C)c1C(=O)OCC(=O)NC1CCS(=O)(=O)C1 (configuration not stated)	-2%	2%	-4%	-4%	17%	-6%	10%	i
CC(C)C12CN3CCN(CC(C3)/C1=N\O)C2	-4%	5%	-8%	-1%	-21%	9%	2%	i
O=C(C1CCCN(S(=O)(=O)c2cccc3nsnc23)C1)N1CCC2(CC1)OCCO2 (configuration not stated)	7%	7%	6%	-6%	7%	-9%	-8%	-19%
COc1cc2c(c(OC)c1OC)-c1ccc(SC)c(=O)cc1C(NC(C)=O)CC2 (configuration not stated)	-2%	12%	.	2%	17%	1%	8%	-19%
CC1(C)C2([N+](=O)[O-])CNCC1([N+](=O)[O-])CNC2	-2%	4%	0%	3%	16%	7%	8%	i
Cc1cc(Cl)nc(N)n1	16%	3%	18%	-9%	0%	14%	4%	i
NC(Cc1ccccc1)c1nc2ccccc2[nH]1 (configuration not stated)	2%	1%	-19%	-5%	-10%	14%	5%	-3%
CCCN1CC[C@@H]2c3cc(O)ccc3CC[C@@H]21	15%	3%	-30%	-10%&-1%	12%	-13%	-3%	-16%

12 successive compounds already listed, quoted:
SMILES	EPAC1 antagonist	EPAC2 antagonist	FUS yeast rescue	aSyn yeast inh	TDP-43 yeast inh	EPAC1 agonist	EPAC2 ag	PTHR1 agonist
O=C(NCC1=C(c2cccc3ccccc23)C[C@@H]2CC[C@H]1N2Cc1ccco1)c1cccs1	17%	-5%	17%	6%	19%	2%	8%	-12%
CN(C)CCN=Cc1c(O)n(Cc2ccco2)c(=O)[nH]c1=O	7%	11%	16%	0%	-6%	-1%	-1%	i
COc1cccc(CCNCc2c(F)cccc2F)c1	-14%	4%	-8%	1%	20%	2%	3%	-11%
COC(=O)C1=C(c2ccc(OCc3ccccc3)cc2)C[C@@H]2CC[C@H]1N2C(=O)NCc1ccc(OC)c(OC)c1	-9%	-25%	?	1%	22%	-22%	7%	-57%[inhibitor]
Cc1nn(Cc2ccccc2)c(C)c1C(=O)OCC(=O)NC1CCS(=O)(=O)C1 (configuration not stated)	-2%	2%	-4%	-4%	17%	-6%	10%	i
CC(C)C12CN3CCN(CC(C3)/C1=N\O)C2	-4%	5%	-8%	-1%	-21%	9%	2%	i
O=C(C1CCCN(S(=O)(=O)c2cccc3nsnc23)C1)N1CCC2(CC1)OCCO2 (configuration not stated)	7%	7%	6%	-6%	7%	-9%	-8%	-19%
COc1cc2c(c(OC)c1OC)-c1ccc(SC)c(=O)cc1C(NC(C)=O)CC2 (configuration not stated)	-2%	12%	.	2%	17%	1%	8%	-19%
CC1(C)C2([N+](=O)[O-])CNCC1([N+](=O)[O-])CNC2	-2%	4%	0%	3%	16%	7%	8%	i
Cc1cc(Cl)nc(N)n1	16%	3%	18%	-9%	0%	14%	4%	i
NC(Cc1ccccc1)c1nc2ccccc2[nH]1 (configuration not stated)	2%	1%	-19%	-5%	-10%	14%	5%	-3%
CCCN1CC[C@@H]2c3cc(O)ccc3CC[C@@H]21	15%	3%	-30%	-10%&-1%	12%	-13%	-3%	-16%

Assay outcomes from PubChem BioAssay.
